High-throughput results (PubChem BioAssay)
tuberculosis growth = growth inhibition of non-replicating M. tuberculosis (AID 488890) | Mycobacterium tuberculosis non-replicating, growth inhibition; higher % means a stronger effect | one-dose inhibition, % at 25 µM; IC50 in µM for titrated hits | 320,000 tested, 0.39% active; in the data active = a potency from the dose series; inconclusive = inhibition mostly from about 82% at the one dose, without a potency; inactive = the rest, 99 in 100 with inhibition below about 76%;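 also: plate controls were DMSO cells for no effect and high antibiotic wells for full effect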
VEEV TC-83 Vero = inhibitors of VEEV TC-83 cytopathic effect, confirmation, Vero cells (AID 588727) | Vero cells, VEEV TC-83 cytopathic effect inhibition; higher % means a stronger effect | one-dose inhibition, % at 20 µM; IC50 in µM for titrated hits | 350,000 tested, 0.13% active; in the data active = a potency from the dose series; inconclusive = inhibition mostly from about 14% at the one dose, without a potency; inactive = the rest, 99 in 100 with inhibition below about 12%; also: strong numbers were not always called active
Salmonella PhoP GFP = PhoP regulon inhibitors, Salmonella typhi PhoP promoter GFP reporter, confirmatory (AID 1850); Salmonella Typhi PhoP-promoter GFP reporter, fluorescence, 4 h; higher % means a stronger effect; inhibition, % at 50 µM, or IC50 in µM where a hit was titrated; 310,000 tested, 0.33% active; in the data active = a potency from the dose series; inconclusive = inhibition mostly from about 25% at the one dose, without a potency; inactive = the rest, 99 in 100 with inhibition below about 19%;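 also: 0% = induced wells with vehicle and 100% = uninduced wells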
H37Rv inhibition = M. tuberculosis growth inhibition, HTS (AID 449762); M. tuberculosis H37Rv growth inhibition, 7H9 media; higher % means a stronger effect; one-dose inhibition, % at 25 µM; IC50 in µM for titrated hits; 330,000 tested, 0.59% active; in the data active = a potency from the dose series; inconclusive = inhibition above about 70% without an active follow-up result;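 also: bacterial growth assessed after seven days of incubation; strong numbers were not always called active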
H1N1 NS1A inhibition = NS1A inhibition, H1N1 influenza, cell based functional assay (AID 504329); NS1A functional cell-based assay, percent inhibition; higher % means a stronger effect; inhibition, % at 12.5 µM, or IC50 in µM where a hit was titrated; 340,000 tested, 0.3% active; in the data active = a potency from the dose series; inconclusive = inhibition above about 27% without an active follow-up result; also: strong numbers were not always called active
VEEV TC-83 Vero 10K pilot screen = second read-out of VEEV TC-83 Vero, no call of its own (marks repeat the call); inhibition, %; measured here: 10K pilot screen inhibition
An asterisk follows results filed as active; i = inactive; ? = inconclusive; . = no result given.

SMILES	tuberculosis growth	VEEV TC-83 Vero	Salmonella PhoP GFP	H37Rv inhibition	H1N1 NS1A inhibition	others
CC(=O)N1c2ccc(S(=O)(=O)NCC3CCC(C(=O)N4CCC(C)CC4)CC3)cc2CC1C (centres undefined)	16%	i	1%	3%	-1%
O=C(NC1=NCCS1)c1cccc(N2C(=O)c3ccccc3C2=O)c1	0%	3.1%	-27%	10%	0%
Cc1ccc(N=C2SCCCN2C(=O)c2ccco2)cc1Cl	10%	0.5%	8%	-3%	23%
O=C(Cn1nc2ccccc2n1)N/N=C/c1cc(Cl)cc([N+](=O)[O-])c1O	.	0.6%	.	.	18%
CCc1ccc(CCC(=O)Nc2ncc(Cc3ccccc3Cl)s2)o1	60%	8.2%	-12%	4%	-2%
CC(C)(C)c1ccc(C(=O)NN2CCOCC2)cc1	-5%	i	-8%	-6%	-8%
FC(F)Oc1ccccc1C1CC(c2ccc(Br)s2)Nc2ncnn21 (centres undefined)	21%	6.2%	-2%	12%	3%
O=C(Cn1c(C(F)(F)F)nc2ccccc21)Nc1ccccc1C(=O)O	-12%	1.3%	4%	-8%	10%
Cc1cc(C)c2nc(C)cc(N/N=C/c3ccc(O)cc3)c2c1	?	i	36µM*	?	9%
NC(=O)[C@@H]1CC2(CC(c3cccc(NC(=O)COc4ccc(Cl)cc4)c3)=NO2)CN1C(=O)c1ccccc1 (some centres undefined)	-3%	i	8%	-2%	11%
CN(c1ccccc1)c1nc(N)c(C#N)c(CC#N)c1C#N	-2%	1.4%	-7%	4%	22%
COc1cc(CCC(=O)OCC(=O)Nc2ccccc2C(C)C)cc(OC)c1OC	9%	1.1%	-6%	0%	-8%

Among those listed so far, these have fluorine:
SMILES	tuberculosis growth	VEEV TC-83 Vero	Salmonella PhoP GFP	H37Rv inhibition	H1N1 NS1A inhibition	others
FC(F)Oc1ccccc1C1CC(c2ccc(Br)s2)Nc2ncnn21 (centres undefined)	21%	6.2%	-2%	12%	3%
O=C(Cn1c(C(F)(F)F)nc2ccccc21)Nc1ccccc1C(=O)O	-12%	1.3%	4%	-8%	10%

Further records
SMILES	tuberculosis growth	VEEV TC-83 Vero	Salmonella PhoP GFP	H37Rv inhibition	H1N1 NS1A inhibition	others
COc1ccc(C)c2sc(N3CCCC3)nc12	2%	5.6%	-5%	-4%	3%
CCSc1nnc(NC(=O)CCc2ccccc2)s1	-19%	1.3%	-12%	-2%	-1%
CCOC(=O)CNC(=O)CSc1ccc2nnc(-c3ccc(F)cc3)n2n1	5%	2.8%	-12%	-5%	1%
COc1ccc(CN2CCCC(C(=O)c3ccccc3SC)C2)cc1O (centres undefined)	15%	0.8%	9%	-1%	4%
Cc1n[nH]c(C)c1CN(C)C(=O)c1cc(COc2ccc(F)c(F)c2)on1	4%	0.9%	9%	4%	-10%
CCOC(=O)c1cc2c(n(-c3ccc(C)cc3)c1=O)CCCC2=O	-2%	2.4%	1%	-1%	0%
COC(=O)c1cccc(NS(C)(=O)=O)c1C	6%	0.1%	7%	-7%	-2%
CC(=O)Nc1cccc(Oc2ncnc3scc(-c4ccc(C(C)C)cc4)c23)c1	13%	18µM*	6%	3%	2%
CCN1CCN(C(=O)CN(C)S(=O)(=O)c2cc(C)ccc2OC)CC1	-2%	0.4%	4%	-10%	6%
COc1ccc(-c2cc(C)no2)cc1S(=O)(=O)N1CCCN(Cc2ccc(F)cc2)C1	8%	i	9%	-1%	1%
O=C1OC[C@H]2CCCC[C@@H](CO)ON12	.	1.8%	.	.	-23%
Cc1cccc(C)c1OCCCCn1cnc2ccccc2c1=O	8%	1.1%	0%	-2%	4%

An excerpt from above in order of number of heavy atoms, largest number first.
SMILES	tuberculosis growth	VEEV TC-83 Vero	Salmonella PhoP GFP	H37Rv inhibition	H1N1 NS1A inhibition	others
NC(=O)[C@@H]1CC2(CC(c3cccc(NC(=O)COc4ccc(Cl)cc4)c3)=NO2)CN1C(=O)c1ccccc1 (some centres undefined)	-3%	i	8%	-2%	11%
O=C(Cn1nc2ccccc2n1)N/N=C/c1cc(Cl)cc([N+](=O)[O-])c1O	.	0.6%	.	.	18%
CCOC(=O)c1cc2c(n(-c3ccc(C)cc3)c1=O)CCCC2=O	-2%	2.4%	1%	-1%	0%
COc1ccc(C)c2sc(N3CCCC3)nc12	2%	5.6%	-5%	-4%	3%

New compounds follow
SMILES	tuberculosis growth	VEEV TC-83 Vero	Salmonella PhoP GFP	H37Rv inhibition	H1N1 NS1A inhibition	others
COc1nc(N(C)C)nc(N(C)c2cc(Cl)cc(Cl)c2)n1	41%	i	-9%	4%	4%
O=C(NCc1ccncc1)Nc1cccc(Cl)c1	-10%	i	8%	-5%	-3%
CCOC(=O)C1=C(COC(=O)CCOc2cccc(C)c2)NC(=O)NC1C (centres undefined)	28%	3.0%	0%	5%	-1%
COc1cc(/C=N/NC(N)=S)cc(Br)c1OCc1ccccc1F	73%	6.6%	-4%	?	-5%
CC(C)C(NC(=O)OCc1ccccc1)C(=O)OCC(=O)N1CCCCC1 (centres undefined)	5%	0.5%	6%	-5%	-1%
COc1cccc(NC(=O)c2cc(-c3ccccn3)nc3ccccc23)c1	45%	9.2%	.	7%	-13%
Cc1cc(C(=O)CN2C(=O)c3ccccc3C2=O)c(C)n1Cc1cccs1	40%	2.7%	-10%	1%	5%
COc1ccc2oc(C(=O)N(C)Cc3ccc4c(c3)OCCO4)c(C)c2c1	12%	4.8%	0%	65%	-8%
O=[N+]([O-])c1ccccc1S(=O)(=O)Nc1cccnc1	18%	1.1%	-17%	0%	-4%
Cc1cc(-c2n[nH]c(=S)n2/N=C/C(Cl)=C/c2ccccc2)n[nH]1	55%	13%	-9%	1%	15%
CCOC(=O)C1CCN(S(=O)(=O)c2c(C)[nH]c(C)c2C(=O)N2CCCCC2)CC1	-10%	6.2%	-2%	3%	0%
C[C@@H]1CN(Cc2nc(Cc3ccccc3F)no2)C[C@H](C)O1	16%	i	-6%	-6%	0%	VEEV TC-83 Vero 10K pilot screen=0.3
O=C(Nc1ccc(NC(=O)c2ccco2)nc1)c1ccco1	-10%	1.1%	-5%	6%	-1%
Cc1ccc(OCC(=O)N2CCC(C)CC2)c([N+](=O)[O-])n1	25%	0.2%	.	2%	-5%
O=C1C2C3CC(C(Br)C3Br)C2C(=O)N1c1nccs1 (centres undefined)	-10%	0.7%	-6%	7%	.
C=C1C(C(=O)N2CCN(C)CC2)C1C(=O)N1CCN(C)CC1 (centres undefined)	10%	0.1%	2%	-5%	-3%
Cc1ccc(C(=O)Nc2ccc(Cl)cn2)cc1S(=O)(=O)N1CCOCC1	0%	2.3%	3%	-3%	1%	VEEV TC-83 Vero 10K pilot screen=4.7
CC(C)CN(C(=O)COC(=O)CNC(=O)c1ccccc1F)C1CCS(=O)(=O)C1 (centres undefined)	-3%	1.5%	4%	4%	-20%
O=C(NC1=NCCS1)c1sc2cc(Cl)cc(Cl)c2c1Cl	?	0.5%	4%	?	-8%
Cc1cccc(NC(=O)c2nc[nH]c2C(=O)N[C@H](C)c2ccccc2)c1	?	1.7%	.	3.6µM*	2%	VEEV TC-83 Vero 10K pilot screen=4.3
O=C(CSc1nnc(-c2cccnc2)n1CCN1CCCCC1)Nc1cccc(Cl)c1	8%	i	0%	-1%	3%
COc1cc(OC)cc(C(=O)NCC2CCCN(C(=O)c3csc(C(C)C)n3)C2)c1 (centres undefined)	-7%	1.8%	2%	-10%	-1%
CCCCCC[N+](=O)[O-]	-4%	i	.	1%	-15%
O=C(O)CN1C(=O)/C(=C2\C(=O)N(Cc3ccccc3Cl)c3ccccc32)SC1=S	-10%	i	10%	-4%	16%
Nc1ccc(C(=O)OCc2nc3ccccc3s2)cc1	.	8.3%	-6%	6%	-2%
Cc1cccc(/C=N/NC(=O)c2cc(Br)ccc2OCc2ccccc2)n1	27%	0.3%	3%	-11%	4%
COc1cccc(CN2C[C@]34C=C[C@@H](C[C@@H]3S2(=O)=O)O4)c1	-4%	0.5%	-1%	0%	-6%
CCOC(=O)C(C)Oc1cccc2c(=O)n(CC(=O)N3CCc4ccccc43)ccc12 (centres undefined)	12%	1.6%	-5%	1%	22%
CN(CC(=O)Nc1ccc(F)c(F)c1F)C(=O)c1nn(Cc2ccccc2)c(=O)c2ccccc12	10%	i	.	2%	-14%
O=C(CSc1nc2cc(C(=O)O)ccc2c(=O)n1-c1ccc(F)cc1)Nc1ccc(F)c(F)c1F	-10%	0.1%	-4%	7%	-1%
CC1=NOC(=O)/C1=C\c1ccc(-c2ccc(Br)cc2)o1	.	1.0%	.	.	0%
O=S(=O)(Nc1cc(Cl)ccc1-n1cncn1)c1ccc(F)cc1	34%	2.5%	.	3%	-9%
COc1ccc2ccccc2c1C1NC(=O)c2ccccc2N1 (centres undefined)	.	i	.	.	2%
COc1ccc(NC(=O)CN(C)C(=O)c2ccc(S(=O)(=O)Nc3ccccc3C)cc2)cc1	.	2.7%	.	.	-7%
COc1ccc(NC(=O)COC(=O)CCCc2c[nH]c3ccccc23)cc1OC	16%	i	10%	3%	2%
O=C(NCCC(=O)N1CCN(c2ccc(F)cc2)CC1)c1ccco1	.	1.3%	.	.	0%
CCCCCNC(=O)C(=O)C1C(=O)Nc2ccccc21 (centres undefined)	14%	1.5%	-1%	-3%	-18%
Cc1nc(-c2coc3cc(OCC(=O)O)ccc3c2=O)cs1	-3%	i	-1%	-3%	21%
COc1ccc(NC(C)C(=O)Nc2ccc(C#N)cc2)cc1Cl (centres undefined)	1%	2.2%	-10%	?	5%
O=C(c1ccc(-c2ccccc2)cc1)N1CCN(c2ccccn2)CC1	11%	1.7%	14%	9%	-15%
O=C(O)CSCC(=O)N1CCN(S(=O)(=O)c2cc(Cl)cc(Cl)c2)CC1	-6%	1.3%	-8%	-13%	-5%
CCc1cccc(NC(=O)C2CCN(S(=O)(=O)c3c(C)noc3C)CC2)c1	-6%	1.9%	-3%	-1%	-2%
CC(=NNS(=O)(=O)c1cccc([N+](=O)[O-])c1)c1ccc(-n2ccnc2)cc1	16%	3.6%	.	-6%	1%
COc1cccc2cc(C(=O)N(Cc3cccs3)CC3CCCO3)c(=O)oc12 (centres undefined)	5%	i	1%	-5%	-8%
Cc1ccc(Cl)cc1N(Cc1ccc(C(=O)NCc2cccnc2)cc1)S(=O)(=O)c1ccccc1	35%	3.8%	-9%	3%	-8%
CC(CCCN1CCCC1)Nc1ccnc2cc(Cl)ccc12 (centres undefined)	.	i	.	.	-7%
CCOC(=O)c1cc(-c2ccccc2)n(CC(=O)Nc2ccc(OCC)cc2)c1C	10%	0.9%	-4%	-11%	-16%
Cc1ccc(Cn2nnc3c(=O)n(Cc4cc(C)ccc4C)cnc32)cc1	11%	1.0%	6%	4%	-1%
COc1cccc(CN(C)C(=O)COc2cccc3c2OC(C)(C)C3)c1OC	.	8.2%	.	.	11%
COc1cccc(/C=C/C(=O)OCC(=O)Nc2ccc3[nH]c(=O)[nH]c3c2)c1OC	-5%	2.1%	2%	4%	-5%
Cc1ccc(S(=O)(=O)CCC(=O)N(CCN2CCOCC2)c2nc3ccccc3s2)cc1	-4%	1.9%	7%	-4%	-18%
Cc1nnc(NC(=O)c2ccc(S(=O)(=O)C(F)F)cc2)s1	-13%	1.5%	-13%	-2%	8%
O=S(=O)(c1cc(O)ccc1O)c1cccc2c(S(=O)(=O)c3cc(O)ccc3O)cccc12	-4%	4.8%	-27%	-2%	12%	VEEV TC-83 Vero 10K pilot screen=4.8
O=C(CN1C(=O)NC2(CCCC2)C1=O)Nc1ccccc1N1CCCC1	-7%	0.8%	-4%	2%	-3%
O=C(O)CCc1nc2cccnc2n1Cc1ccccc1	-2%	3.2%	-17%	-2%	4%

Grouped by structure: those above containing a furan ring, fused or not.
SMILES	tuberculosis growth	VEEV TC-83 Vero	Salmonella PhoP GFP	H37Rv inhibition	H1N1 NS1A inhibition	others
Cc1ccc(N=C2SCCCN2C(=O)c2ccco2)cc1Cl	10%	0.5%	8%	-3%	23%
CCc1ccc(CCC(=O)Nc2ncc(Cc3ccccc3Cl)s2)o1	60%	8.2%	-12%	4%	-2%
COc1ccc2oc(C(=O)N(C)Cc3ccc4c(c3)OCCO4)c(C)c2c1	12%	4.8%	0%	65%	-8%
O=C(Nc1ccc(NC(=O)c2ccco2)nc1)c1ccco1	-10%	1.1%	-5%	6%	-1%
CC1=NOC(=O)/C1=C\c1ccc(-c2ccc(Br)cc2)o1	.	1.0%	.	.	0%
O=C(NCCC(=O)N1CCN(c2ccc(F)cc2)CC1)c1ccco1	.	1.3%	.	.	0%
